POLK inh – DNA polymerase kappa (human) inhibition; Q9UBT6; purified Pol kappa, fluorescent DNA synthesis assay, 10 min; Potency, µM (highest dose often 107 µM), inactives show at the highest dose activity, negative = inhibition, usual class: inhibitors; 0.53% of 400,000 active; AID 588579; further: potency means the concentration at half of the fitted maximal effect; on the % scale 0 is the no-effect control and ±100 the full control effect
Target sequence (Q9UBT6 whole entry, looked up): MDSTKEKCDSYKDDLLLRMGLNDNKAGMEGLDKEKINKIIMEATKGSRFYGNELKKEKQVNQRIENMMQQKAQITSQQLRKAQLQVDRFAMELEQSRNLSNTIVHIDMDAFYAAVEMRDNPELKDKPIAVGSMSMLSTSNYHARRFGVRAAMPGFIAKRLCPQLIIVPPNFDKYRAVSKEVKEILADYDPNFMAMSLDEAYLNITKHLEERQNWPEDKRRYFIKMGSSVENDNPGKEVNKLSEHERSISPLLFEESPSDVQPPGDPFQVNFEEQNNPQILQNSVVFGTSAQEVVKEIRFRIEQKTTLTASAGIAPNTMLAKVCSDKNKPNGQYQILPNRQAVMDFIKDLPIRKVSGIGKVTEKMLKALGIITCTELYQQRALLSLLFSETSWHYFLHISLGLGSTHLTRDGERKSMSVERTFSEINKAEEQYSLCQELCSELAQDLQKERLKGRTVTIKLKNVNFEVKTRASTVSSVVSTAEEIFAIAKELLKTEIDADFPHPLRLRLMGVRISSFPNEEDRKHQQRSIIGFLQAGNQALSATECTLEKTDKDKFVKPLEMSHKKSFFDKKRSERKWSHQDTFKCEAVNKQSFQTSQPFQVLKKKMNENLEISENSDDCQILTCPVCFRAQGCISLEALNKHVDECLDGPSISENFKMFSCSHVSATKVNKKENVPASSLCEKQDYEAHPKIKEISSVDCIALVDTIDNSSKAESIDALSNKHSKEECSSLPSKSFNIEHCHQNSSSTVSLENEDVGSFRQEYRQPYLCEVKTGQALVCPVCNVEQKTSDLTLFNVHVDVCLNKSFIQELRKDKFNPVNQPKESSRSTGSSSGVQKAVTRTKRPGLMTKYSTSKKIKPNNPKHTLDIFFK
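Activity was followed as the change in fluorescence between reads at 0 and 10 min after starting the reaction with 50 nM substrate. Beforehand, 10 nM polymerase had been preincubated with compound for 15 min at room temperature.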
Anesthetic bind – binds horse apoferritin like a general anesthetic. P02791. apoferritin/1-aminoanthracene competitive binding, fluorescence. Potency, µM (titrated, usually from 77.5 µM), without a hit: at the highest dose activity change, negative = displacement, hits mostly inhibitors. 0.074% of 350,000 active. AID 485281; further: potency means the concentration at half of the fitted maximal effect; on the % scale 0 is the no-effect control and ±100 the full control effect; nearly all actives have a fitted effect of over 20% in size
Target sequence (P02791 2-175 limits assumed): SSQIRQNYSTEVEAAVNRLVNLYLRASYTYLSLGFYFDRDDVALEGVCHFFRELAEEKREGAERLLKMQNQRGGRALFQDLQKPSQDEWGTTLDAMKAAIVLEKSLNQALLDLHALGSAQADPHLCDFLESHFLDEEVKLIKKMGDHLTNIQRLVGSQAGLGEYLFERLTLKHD
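Apoferritin-based anesthetic binding model; compound displacement of fluorescent 1-AMA measured as endpoint fluorescence after 10 minutes at room temperature, scaled to free-ligand and complex controls.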
RXFP1 antagonist – antagonists of human relaxin receptor RXFP1. Q9HBX9. HEK293-RXFP1, relaxin-stimulated cAMP HTRF, 30 min; stronger effect = lower value. activity change, negative = inhibition, % at 57.5 µM. 0.59% of 350,000 active. AID 1259400;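 active means activity change of -60% or lower, but not beyond a set lower limit; inconclusive means change between -60% and -40%, or beyond the set limit; inactive means change above -40%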; further: on the % scale 0 is the no-effect control and ±100 the full control effect
APEX1 inh – blocks human APE1 abasic DNA cleavage; P27695; recombinant APE1, TAMRA/BHQ-2 abasic DNA cleavage fluorescence; Potency, µM (top dose mostly 65.8 µM), without a hit: top-dose activity change, negative = inhibition, actives largely listed as inhibitors; 0.35% of 350,000 active;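 further: potency means the concentration at half of the fitted maximal effect; plate controls were vehicle for no effect and reference inhibitor for full effect; nearly all actives have a fitted effect of over 55% in size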
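Step 1: APE1 (0.75 nM) with compound, 15 min RT. Step 2: add 50 nM fluorophore/quencher THF duplex. Step 3: three fluorescence reads 60 s apart (525/598 nm); read 3 minus read 1 = reaction progress.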
Pol beta inh – inhibitors of human DNA polymerase beta. P06746. Pol beta primer extension/strand displacement, fluorescence kinetic. Potency, µM (doses to about 114 µM), without a hit: at the highest dose activity change, negative = inhibition, actives largely listed as inhibitors. 1.3% of 340,000 active; further: potency means the concentration at half of the fitted maximal effect; on the % scale 0 is the no-effect control and ±100 the full control effect
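Values derive from four-parameter Hill fits of normalized kinetic data: reads at 0 and 10 min following addition of 50 nM substrate to 10 nM Pol beta preincubated 15 min with compound.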
POLH inh – blocks human DNA polymerase eta activity | recombinant Pol eta, fluorescent DNA replication assay | Potency, µM (series often up to 114 µM), without a hit: at the highest dose activity change, negative = inhibition, most hits filed as inhibitors | 1.2% of 390,000 active | AID 588591; further: potency means the concentration at half of the fitted maximal effect; on the % scale 0 is the no-effect control and ±100 the full control effect
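Pol eta (10 nM) was preincubated with compounds for 15 min at room temperature, after which fluorescent replication substrate (50 nM final) was added to start the reaction. Fluorescence was read kinetically at 0 and 10 min.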
Tb PGK inh – inhibitors of T. brucei phosphoglycerate kinase; P07378; PGK/GAPDH coupled, Kinase-Glo luminescence, 60 min; Potency, µM (highest dose often 57.5 µM), for the others: top-dose activity change, negative = inhibition, actives largely listed as inhibitors; 0.043% of 380,000 active; AID 602233; further: potency means the concentration at half of the fitted maximal effect; on the % scale 0 is the no-effect control and ±100 the full control effect; nearly all actives have a fitted effect of over 60% in size
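Recombinant glycosomal PGK reaction used 1,3-bisphosphoglycerate generated in-well by GAPDH (100nM final) in 100mM TEA pH 7.6, 5mM MgCl2, 0.01% Tween-20. After 60 minutes at room temperature, ATP was read by Kinase-Glo Plus luminescence end-point.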
BLM inh – blocks DNA unwinding by human BLM helicase | recombinant BLM DNA unwinding, fluorescence dequenching | P54132 | 0.2% of 350,000 active | Potency, µM (top dose mostly 56.1 µM), without a hit: at the top dose activity change, negative = inhibition, most hits filed as inhibitors;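 further: potency means the concentration at half of the fitted maximal effect; plate controls were vehicle for no effect and no enzyme for full effect; nearly all actives have a fitted effect of over 35% in size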
POLI inh – DNA polymerase iota (human) inhibition. Q9UNA4. Pol iota fluorescent replication assay, 10 min. Potency, µM (series often up to 115 µM), inactives show top-dose activity, negative = inhibition, most hits filed as inhibitors. 1% of 390,000 active; further: potency means the concentration at half of the fitted maximal effect
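Fluorescent replication assay read twice, at 0 min and 10 min after adding 50 nM (final) substrate. Enzyme (10 nM) and compounds were first incubated 15 min at room temperature; enzyme-free buffer wells were negative controls.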
* hit, by the source's call; i = inactive; ? = inconclusive; . = no result given; [ ] = remark or other dose. Unless noted, the call rests on the fitted dose curve; in most records, active means well fitted curve in the direction sought with a large enough effect; inconclusive means small, poorly fitted or top-dose-only effect, or another doubt; inactive means no such curve, though single readings can be large; an effect the other way counts as inactive or inconclusive. These rows are one share of the data; rates above refer to the full screens.

Compound	Anesthetic bind	Pol beta inh	Tb PGK inh	BLM inh	POLK inh	APEX1 inh	POLH inh	POLI inh	RXFP1 antagonist
Cc1ccccc1N(C(=O)Cc1cccs1)C(C(=O)NCC1CCCO1)c1cccnc1 (stereo not given)	-8%	30%	-3%	-12%	-13%	13%	-12%	25%	9
CS(=O)(=O)N(CC(=O)Nc1ccccc1C(=O)N1CCOCC1)c1cccc([N+](=O)[O-])c1	-6%	1%	-17%	3%	-3%	3%	-12%	4%	6
CC(C(=O)N(C)C1CCS(=O)(=O)C1)N1C(=O)/C(=C/c2ccc(F)cc2)SC1=S (stereo not given)	?	21%	-1%	-2%	18%	72%[activator]	-16%	23%	-10
O=C(Cc1c(F)cccc1Cl)N1CCCC1	-12%	17%	-2%	0%	-5%[60.1 µM]	16%	9%	12%	-10
O=C(Cc1ccc(F)cc1)OCC(=O)N1CCN(S(=O)(=O)c2ccc(Cl)cc2)CC1	.	.	-1%	.	-13%	1%	-7%	14%	-35
CC1CCCCN1C(=O)C12CCC(C)(/C(=N/O)C1)C2(C)C (stereo not given)	-9%	2%	0%	-3%	-7%	1%	-2%	12%	-11
CN1C[N+]([O-])=C(c2ccccc2)C1(C)C	-11%	27%	-6%	-5%	-8%[60.1 µM]	4%	-5%	22%	-2
O=C(Nc1ccccc1Cl)Nc1ccnn1C1CCN(C(=O)c2cscn2)CC1	-15%	15%	2%	-2%	-11%	-1%	0%	24%	6
CC(C)(C)c1nnc(NC(=O)C2CC(=O)N(CCc3ccc(F)cc3)C2)s1 (stereo not given)	-13%	-10%	-4%	-3%	-4%	10%	-11%	147%[activator]	-3
CCCNC(=O)CSc1nc(Cc2ccccc2)nc2ccccc12	-13%	0%	6%	-3%	-4%	46%[activator]	-12%	-12%	7
CC(=O)OC[C@H]1O[C@@H](O[C@H]2C[C@]3(C)C(C[C@@H](O)C4C([C@]5(C)CC[C@@H](C(C)(C)O)O5)CC[C@]43C)[C@@]3(C)CC[C@H](O)C(C)(C)C23)[C@H](O[C@@H]2O[C@@H](C)[C@H](O)[C@@H](O)[C@H]2O)[C@@H](O)[C@@H]1O (stereo not given in full)	.	.	i	.	3%	-5%	-20%	24%	.
CCOc1ccc(N2C(=O)CNC2=S)cc1	-10%	?	0%	-11%	-7%	-6%	-19%	85%[activator]	-10
O=C(O)c1ccc(NC(=S)NC(=O)c2ccc(-c3ccc(Br)cc3)o2)cc1	-6%	2%	?	-25%	-5%	-58%	?	132%[activator]	-5
Cc1cccc(-c2nc3scc(CCNS(=O)(=O)c4ccc(F)c(C(F)(F)F)c4)n3n2)c1	-3%	-15%	i	-3%	-14%[60.1 µM]	.	-13%	22%	-10
Cc1cc(Nc2ccc([N+](=O)[O-])cc2)nc2ccccc12	-8%	1%	2%	-6%	-1%	-5%	-13%	41%[activator]	-15
COc1ccc2c(c1)c(C(=O)N/N=C/c1ccc(OC)c(OC)c1)c(C)n2C	-5%	15%	-8%	0%	-1%	3%	-13%	9%	-14
CCC(C)(C)C1CCC(=NNC(=S)Nc2ccccc2)CC1 (stereo not given)	-16%	-9%	-1%	-7%	-16%	1%	-8%	95%[activator]	-20
CC(=O)OCCN(CCOC(C)=O)c1c(C)[nH]c(=O)[nH]c1=O	-6%	28%	-11%	-8%	1%	-1%	8%	38%[activator]	-1
CCOC(=O)c1cnn(-c2nc(-c3ccccc3)nc3c2COC(C)(C)C3)c1N	-5%	4%	8%	1%	-2%	-5%	-5%	8%	-8
CCOC(=O)N1CCC(NC(=O)c2cc(C(=O)Nc3ccc(OCC)cc3)ccc2CO)CC1	-14%	13%	-6%	-3%	0%	1%	-14%	-8%	2
COC(=O)CSc1nnc(-c2ccc(S(=O)(=O)NCc3ccccc3Cl)cc2)o1	?	19%	i	1%	0%	-4%	-12%	24%	-10
COc1cccc(-c2[nH]nc3c2C(c2ccoc2)C(C#N)=C(N)O3)c1 (stereo not given)	-15%	35µM*	-13%	-4%	-16%	?	?	?	-11
CN1CCCC(OC(=O)c2ccc(C(C)(C)C)cc2)C1 (stereo not given)	-15%	19%	3%	4%	-2%	-8%	-21%	87%[activator]	-8
COc1ccc(/C=C2\Sc3ccc(C(=O)NCC4CCCO4)cc3N(C)C2=O)cc1 (stereo not given)	-6%	?	-4%	-4%	-6%	14%	0%	25%	16
CCCc1ncc(C(O)(c2ccccc2)c2ccccc2)n1C	-8%	37%	3%	-8%	-4%	2%	-11%	6%	-6
CC(C)C(OC(=O)c1nsc(Cl)c1Cl)C(=O)NCc1ccccc1 (stereo not given)	-4%	33%	-9%	-2%	0%	5%	-18%	16%	3
COCC(=O)NCc1nc2ccccc2[nH]1	-4%	1%	6%	-1%	-4%	-1%	-7%	16%	8
COc1cc(OC)cc(C(=O)O/N=C(\N)c2ccncc2)c1	-6%	8%	i	6%	2%	9%	-15%	5%	-17
CCCOC(=O)Nc1cccc(C(C)=O)c1	-3%	-21%	-2%	-2%	-16%	9%	-12%	15%	11
COc1ccc(CC(=O)Nc2cc(C)ccn2)cc1OC	.	.	-5%	.	-11%	.	-7%	-6%[58.9 µM]	1
CCOc1cc(/C=N/NC(=O)C(=O)N2CCCC2)ccc1O	-9%	?	-6%	-8%	2%	1%	-20%	73%[activator]	-4
Cc1cccc(C(=O)NNC(=O)c2ccccc2C)c1	-1%	9%	6%	-2%	-4%[60.1 µM]	8%	7%	?	-3
COc1ccc(C2C(C(=O)c3ccco3)=C(O)C(=O)N2c2nnc(C)s2)cc1OC (stereo not given)	-15%	31%	-11%	-3%	-4%	17%	-5%	42%[activator]	-9
Cc1cc(C)n(CC(O)Cn2cnc3c2c(=O)n(C)c(=O)n3C)n1 (stereo not given)	6%	7%	-10%	-12%	-18%	2%	-15%	-16%	-11
COc1cccc(C(=O)NCC2CCCN(C(=O)c3ccc(C=O)cc3)C2)c1OC (stereo not given)	-9%	-2%	0%	-1%	-5%	-11%	0%	22%	-17
CCN(CC)CCN1C(=O)C(=O)/C(=C(/O)c2ccc(F)cc2)C1c1cccnc1 (stereo not given)	19%	-9%	.	0%	7%	2%	-13%	19%	-4
COc1cc(/C=C/C(=O)OCC(=O)NC(=O)NCc2ccco2)ccc1OC(F)F	.	.	-12%	.	-13%	-19%	-8%	-4%	-2
Cc1ccc(C)c(-n2c(Cc3cccs3)n[nH]c2=S)c1	7%	-1%[57.1 µM]	i	1%	-1%	-2%	-23%	20%	0
OC(CN1CCOCC1)Cn1c2c(c3ccccc31)CCCC2 (stereo not given)	-3%	0%	-5%	-5%	-8%	0%	-18%	104%[activator]	-8
CCOC(=O)COc1ccc(CCNC(C)=O)cc1	-5%	3%	0%	1%	3%	0%	4%	-4%[58.9 µM]	30
COCC(=O)Nc1c(C(=O)Nc2ccc3c(c2)OCCO3)oc2ccccc12	-7%	-10%	i	-11%	-5%	-5%	-13%	27%	-3
CC(C)c1c(C(=O)N/N=C/c2cccs2)nnn1-c1nonc1N	5%	-19%	-5%	-3%	-2%	?	-10%	?	-1
C[C@H](CO)N1C[C@H](C)[C@@H](CN(C)S(=O)(=O)c2ccc(F)cc2)Oc2ccc(NC(=O)C3CC3)cc2C1=O	.	.	i	.	4%	-16%	-16%	0%	.
COC(=O)c1sccc1-n1cccc1C(=O)C(=O)N1CC(C)OC(C)C1 (stereo not given)	-13%	27%	-8%	-3%	-3%	15%	-17%	4%	-5
CSCC[C@H](NC(=O)[C@H](CC(C)C)NC(=O)[C@@H]1CCCN1C(=O)[C@H](Cc1ccccc1)NC(=O)[C@H](Cc1ccccc1)NC(=O)[C@H](CCC(N)=O)NC(=O)[C@H](CCC(N)=O)NC(=O)[C@@H]1CCCN1C(=O)[C@H](CCCCN)NC(=O)[C@@H]1CCCN1C(=O)[C@@H](N)CCCN=C(N)N)C(N)=O	2%	.	.	3%	13%[60.1 µM]	-7%	.	.	.
O=C(CCl)N(c1ccccc1)C1CCCCC1	-19%	0%	-1%	-6%	-6%	-3%	-5%	4%	4
CC(C)C(NC(=O)c1ccc2c(c1)OCCO2)c1nc2ccccc2[nH]1 (stereo not given)	-1%	57%	-4%	-1%	2%	-3%	-8%	30%	13
CC(C)(C)n1nnnc1C(c1ccc(Cl)cc1)N(Cc1cccnc1)Cc1ccco1 (stereo not given)	-15%	11%	-3%	-8%	-8%	-8%	-19%	?	-12
Cc1nnc(SCC(=O)Nc2ccc(S(=O)(=O)N3CCCCC3)cc2)s1	?	8%	6%	-4%	-6%	0%	-9%	12%	2

Reformatted: three of the compounds above.
The line under a structure holds: Anesthetic bind	Pol beta inh	Tb PGK inh	BLM inh	POLK inh	APEX1 inh	POLH inh	POLI inh	RXFP1 antagonist
CC(C)c1c(C(=O)N/N=C/c2cccs2)nnn1-c1nonc1N
  5%	-19%	-5%	-3%	-2%	?	-10%	?	-1
Cc1cccc(C(=O)NNC(=O)c2ccccc2C)c1
  -1%	9%	6%	-2%	-4%[60.1 µM]	8%	7%	?	-3
OC(CN1CCOCC1)Cn1c2c(c3ccccc31)CCCC2 (stereo not given)
  -3%	0%	-5%	-5%	-8%	0%	-18%	104%[activator]	-8

Bioassay records deposited in PubChem by National Center for Advancing Translational Sciences (NCATS).
